# mIDH1 inhibitor – human IDH1 R132H inhibition; 0.093% of 390,000 active; Potency, µM (titrated, usually from 76.6 µM), for the others: at the top dose activity change, negative = inhibition, hits mostly inhibitors; IDH1-R132H enzyme, NADPH consumption, diaphorase/resazurin fluorescence; AID 602179; also: potency is read from the fitted curve at half-maximal effect; % is scaled to controls: 0 for no effect and ±100 for the full control effect; nearly all actives have a fitted effect of over 65% in size
#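 IDH1-R132H (0.5 ug/mL dispensed) in pH 7.5 Tris buffer was preincubated 30 min with compound, then given a substrate mix of 0.016 mM NADPH and 2 mM alpha-KG for 80 min at room temperature; remaining NADPH was read by diaphorase/resazurin fluorescence.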
# PI4K2A inh – inhibitors of human PI4K2A; 0.13% of 420,000 active; purified PI4K2A, ADP-Glo luminescence, 1 h; active compounds read low; Q9BTU6; activity change, negative = inhibition, % at 76.9 µM; in the data active = activity change below about -50%; inconclusive = mostly about -30% to -49%;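 also: -100% = wells without enzyme as full effect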
#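 Compounds are screened against recombinant PI4K2A using PI as substrate and ATP, the latter dispensed at 300 microM. Reactions run one hour at ambient temperature before ADP-Glo detection; full inhibition defined by wells lacking enzyme.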
# rTrxR1 inhibitor – blocks rat thioredoxin reductase 1 | O89049 | recombinant rTrxR1, NADPH fluorescence consumption, selenite substrate | Potency, µM (top dose mostly 114 µM), for inactives: at the highest dose activity change, negative = inhibition, hits mostly inhibitors | 1% of 390,000 active | AID 588453; also: potency is read from the fitted curve at half-maximal effect; % is scaled to controls: 0 for no effect and ±100 for the full control effect; nearly all actives have a fitted effect of over 65% in size
#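 Rat TrxR1 (90 nM in the dispensed reagent) was pre-reduced with 400 uM NADPH for 5 min at room temperature, then incubated with compound for 15 min. After 400 uM selenite was added, NADPH fluorescence (Ex 340/Em 450 nm) was followed for 8 min.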
# GLS inhibitor – glutaminase GLS (human) inhibition | O94925 | GLS enzymatic activity, qHTS titration | Potency, µM (titrated, usually from 45.5 µM), inactives show top-dose activity change, negative = inhibition, most hits filed as inhibitors | 0.21% of 410,000 active; also: potency is read from the fitted curve at half-maximal effect; % is scaled to controls: 0 for no effect and ±100 for the full control effect
#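 hKGA in 45 mM KH2PO4 pH 8.2, 0.02% Tween-20 with pin-transferred compounds; 1 mM L-glutamine (stock) plus glutamate oxidase/HRP/Amplex Red coupling added. Fluorescence read initially and after 30 min at RT.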
# USP1 inh – inhibitors of human USP1/UAF1 deubiquitinase; 0.23% of 390,000 active; recombinant USP1/UAF1, Ub-Rhodamine cleavage fluorescence; Potency, µM (top dose mostly 57.1 µM), without a hit: top-dose activity change, negative = inhibition, most hits filed as inhibitors; AID 743255; O94782; also: potency is read from the fitted curve at half-maximal effect; % is scaled to controls: 0 for no effect and ±100 for the full control effect; nearly all actives have a fitted effect of over 60% in size; inactives centre near -12
# Target sequence (O94782 whole entry, looked up): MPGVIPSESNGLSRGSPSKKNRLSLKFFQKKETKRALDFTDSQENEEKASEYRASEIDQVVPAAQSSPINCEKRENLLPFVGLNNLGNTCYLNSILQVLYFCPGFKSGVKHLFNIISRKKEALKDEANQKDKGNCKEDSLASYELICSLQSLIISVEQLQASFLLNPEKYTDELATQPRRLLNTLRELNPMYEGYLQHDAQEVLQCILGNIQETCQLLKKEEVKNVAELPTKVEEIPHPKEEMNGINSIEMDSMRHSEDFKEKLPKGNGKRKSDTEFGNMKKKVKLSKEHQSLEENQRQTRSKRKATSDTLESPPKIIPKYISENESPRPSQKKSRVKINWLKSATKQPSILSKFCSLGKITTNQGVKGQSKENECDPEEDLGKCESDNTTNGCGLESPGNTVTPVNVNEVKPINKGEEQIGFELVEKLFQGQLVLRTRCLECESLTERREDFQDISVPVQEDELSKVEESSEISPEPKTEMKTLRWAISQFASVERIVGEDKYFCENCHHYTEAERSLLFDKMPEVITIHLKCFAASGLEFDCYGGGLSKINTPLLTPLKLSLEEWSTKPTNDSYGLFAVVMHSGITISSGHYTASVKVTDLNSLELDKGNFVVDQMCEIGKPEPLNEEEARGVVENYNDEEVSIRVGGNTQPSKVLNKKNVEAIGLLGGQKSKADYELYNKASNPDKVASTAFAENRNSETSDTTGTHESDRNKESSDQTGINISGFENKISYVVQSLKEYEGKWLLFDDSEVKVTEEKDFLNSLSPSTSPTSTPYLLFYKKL
#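 USP1/UAF1 complex at 1 nM was preincubated with compound for 15 min at room temperature, then Ub-Rho substrate (150nM final) was added. Fluorescence (480/540 nm) was read kinetically, 6 reads every 60 seconds.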
# TrxR1 substrate – rat thioredoxin reductase 1 substrate activity; 0.01% of 390,000 active; AID 588456; Potency, µM (titrated, usually from 114 µM), without a hit: at the highest dose activity change, negative = substrate turnover; O89049; purified TrxR1 substrate turnover, NADPH consumption readout; also: potency is read from the fitted curve at half-maximal effect; % is scaled to controls: 0 for no effect and ±100 for the full control effect; nearly all actives have a fitted effect of over 50% in size
#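 Rat TrxR1, dispensed at 90 nM, was prereduced with 400 uM NADPH (final) for 5 min at ~22 deg C, then incubated with compound 15 min before 400 uM selenite. A first-read NADPH fluorescence drop versus no-compound background flagged substrates.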
# Pin1 inh – blocks the human prolyl isomerase Pin1. Q13526. Pin1 FP peptide displacement, HiFluor488, 10 min. Potency, µM (titrated, usually from 115 µM), without a hit: at the highest dose activity, negative = inhibition, actives largely listed as inhibitors. 0.009% of 390,000 active. AID 504891; active = well fitted inhibition curve with a large enough effect in the polarisation, with a control signal flat, not every such curve was filed as active; inconclusive = small, poorly fitted or top-dose-only effect, or effect the other way, or a change in a side signal; inactive = no such curve, though single readings can be large or run the other way; the % refers to the polarisation; also: potency is read from the fitted curve at half-maximal effect; % is scaled to controls: 0 for no effect and ±100 for the full control effect
# Target sequence (Q13526 whole entry, looked up): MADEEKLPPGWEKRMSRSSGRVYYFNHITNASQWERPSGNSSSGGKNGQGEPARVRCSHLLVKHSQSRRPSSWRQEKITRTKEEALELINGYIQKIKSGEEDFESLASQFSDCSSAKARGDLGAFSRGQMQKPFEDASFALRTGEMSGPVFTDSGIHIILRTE
# HP1b binding inh – inhibitors of HP1-beta chromodomain binding to methylated histone tails; AlphaScreen HP1-beta / biotin-H3K9me3 peptide binding; Potency, µM (series often up to 114 µM), without a hit: top-dose activity change, negative = inhibition, actives largely listed as inhibitors; AID 540317; 0.56% of 390,000 active; also: potency is read from the fitted curve at half-maximal effect; nearly all actives have a fitted effect of over 70% in size; inactives centre near 23
#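 AlphaScreen: HP1-beta (50 nM) preformed 30 min with biotin-H3(1-18)K9me3 peptide (50 nM) in PBS pH 7.4, 0.01% Tween-20. Compound added for 30 min at RT, then streptavidin donor/nickel chelate acceptor beads (10 ug/mL) for 30 min.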
# PGK inhibitor – inhibitors of T. brucei phosphoglycerate kinase; P07378; Potency, µM (titrated, usually from 57.5 µM), inactives show top-dose activity change, negative = inhibition, usual class: inhibitors; AID 602233; PGK/GAPDH coupled, Kinase-Glo luminescence, 60 min; 0.043% of 380,000 active; also: potency is read from the fitted curve at half-maximal effect; % is scaled to controls: 0 for no effect and ±100 for the full control effect; nearly all actives have a fitted effect of over 60% in size
#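 Luminescent ATP detection (Kinase-Glo Plus) follows a 60-minute room-temperature incubation, with wells lacking PGK as controls. Buffer: 100 mM TEA (pH 7.6), 5 mM MgCl2, 0.01% Tween-20. Coupling enzyme GAPDH (100 nM final) supplies unstable 1,3-BPG in-well.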
# * marks the source's active call; other numbers are inactive results; i = inactive; u = inconclusive; [ ] = dose if it differs, or a comment. Unless noted, calls follow the shape of the dose curve; as a rule, active = well fitted curve in the direction sought with a large enough effect; inconclusive = small, poorly fitted or top-dose-only effect, or another doubt; inactive = no such curve, though single readings can be large; an effect the other way counts as inactive or inconclusive.
# Values run as follows: mIDH1 inhibitor	PI4K2A inh	rTrxR1 inhibitor	GLS inhibitor	USP1 inh	TrxR1 substrate	Pin1 inh	HP1b binding inh	PGK inhibitor
- COCCn1c(SCc2cccnc2)nnc1-c1ccco1
 : 14%	-2	u	9%	-4%	3%	-2%	37%[activator]	-3%
- CCOC(=O)C1CCN(C2CC(=O)N(c3cccc(Cl)c3)C2=O)CC1 (stereo unspecified)
 : -2%	-2	-7%	u	-1%	-1%	-5%	47%[activator]	i
- O=C(Nc1cccc(-c2csc(Nc3ccc(Cl)cc3)n2)c1)c1ccccc1
 : 5%	-3	30%[57.1 µM]	-7%	u	8%[57.1 µM]	11%	-7%	-1%
- Cc1nnc(SCc2ccccc2)[nH]c1=O
 : -8%	2	3%[57.1 µM]	46%	-12%	1%[57.1 µM]	2%	21%	2%
- O=S(=O)(c1cccs1)N1CCCc2cccc(O)c21
 : 26%	-11	-16%[57.1 µM]	-17%	-9%	0%[57.1 µM]	1%	16%	-2%
- CCOC(=O)C(Cc1ccc(OC)c([N+](=O)[O-])c1)NC(=O)CCC(=O)Nc1ccc(OC)cc1 (stereo unspecified)
 : 2%	5	17%[57.1 µM]	0%	-14%	5%[57.1 µM]	-6%	31%	-7%
- CC(C)c1ccc(NC(=O)C2CC(=O)N(C3CCCC3)C2)cc1 (stereo unspecified)
 : 2%	-4	20%	-10%	-23%	4%	-6%	22%	-2%
- CCC(=O)N1CCc2cc(CNC(=O)c3ccccc3C)ccc21
 : 13%	2	0%[57.1 µM]	-7%	-15%	-4%[57.1 µM]	0%	22%	i
- O=C(Cn1cc(C(=O)c2cccs2)c2ccccc21)NCC1CCCO1 (stereo unspecified)
 : 2%	0	8%[57.1 µM]	-5%	-23%	4%[57.1 µM]	-6%	39%	-1%
- COc1ccc(CNC(=O)C(=O)NC2CCC(C)CC2)cc1 (stereo unspecified)
 : -4%	7	35%	-2%	-6%	0%	0%	21%	-1%
- C1CCc2nnc(-c3nnc4n3CCCCC4)n2CC1
 : 14%	7	-3%	8%	-3%	-7%	-8%	37%	5%
- Cn1nc(CC(=O)NCc2cccc3ccccc23)c2ccccc2c1=O
 : 4%	-4	5%[57.1 µM]	2%	-13%	6%[57.1 µM]	-3%	23%	1%
- CCOc1ccc(C(=O)NCCc2cnc[nH]2)cc1
 : 2%	3	11%	11%	-28%	4%	-7%	57%[activator]	-6%
- COCCNc1nc(-c2ccccc2)nc2ccccc12
 : 4%	2	-4%	-1%	-8%	0%	-4%	24%	-8%
- CN(C(=O)CSc1ncnc2ccccc12)C1CCCCC1
 : 8%	0	-4%	6%	-13%	-8%	8%	19%	1%
- COc1ccc(CNC(=O)c2cccs2)cc1
 : 9%	4	11%	0%	-15%	5%	-1%	37%	-7%
- O=C(CCl)NC1CCCc2ccccc21 (stereo unspecified)
 : 6%	1	-45%	-9%	-12%	-9%[57.1 µM]	-7%	-11%	-1%
- COC(=O)c1c(NC(=O)c2ccco2)sc(C(=O)N(C)C)c1C
 : 7%	-1	-1%[57.1 µM]	-9%	-14%	10%[57.1 µM]	21%	73%[activator]	-3%
- Cc1ccc(-c2nc3ccsc3c(=O)[nH]2)cc1
 : 2%	-2	-15%	5%	-11%	-11%	2%	2%	2%
- O=C(Oc1coc(CSc2ncccn2)cc1=O)c1cccc([N+](=O)[O-])c1
 : -4%	10	-23%	4%	-19%	5%	-2%	41%[activator]	-10%
- O=C(O)c1cccc(-c2ccc(/C=N/NC(=O)C3COc4ccccc4O3)o2)c1 (stereo unspecified)
 : -2%	-1	-1%[57.1 µM]	0%	-3%	1%[57.1 µM]	u	8%	-13%
- CC1=NN(c2ccccc2)C(=O)/C1=C/N(C)C
 : 4%	u	-5%	0%	-18%	7%	0%	31%	-3%
- CCOc1ccc(CCNC(=O)CCCn2nc(C)c3sc4ccccc4c3c2=O)cc1OCC
 : -11%	-4	27%	-5%	u	6%	15%	21%	9%
- CC(C)C(NC(=O)C12CC3CC(CC(C3)C1)C2)C(=O)O (stereo unspecified)
 : 9%	3	22%	-3%	-12%	8%	5%	36%	-5%
- Cc1cc(C)cc(OCC(=O)NCCN2CCOCC2)c1
 : 2%	1	-6%	0%	-10%	-1%	1%	23%	2%
- O=C(NC(N1CCOCC1)C(Cl)(Cl)Cl)c1ccco1 (stereo unspecified)
 : 7%	-1	-10%[57.1 µM]	4%	-9%	6%[57.1 µM]	2%	62%[activator]	-1%
- COc1ccc(-c2noc(COc3ccccc3OC)n2)cc1OC
 : 11%	1	18%	1%	-26%	2%	3%	67%[activator]	-7%
- CCOC(=O)C1(CCSC)NC(c2ccco2)C2C(=O)N(CC)C(=O)C21 (stereo unspecified)
 : 13%	1	-14%	14%	-2%	-6%	-16%	43%[activator]	-1%
- Cc1cccc(-c2ncc(CN3CCC(CO)(CCCc4ccccc4)CC3)cn2)c1
 : -3%	-1	11%	-3%	-11%	-3%	5%	23%	i
- c1ccc(-c2ccc(CNC3CC3)cc2)cc1
 : 0%	4	11%	0%	-17%	0%	0%	14%	4%
- COc1ccc(/C(C)=N/N=C2/NC(=O)CC(C(=O)O)S2)cc1F (stereo unspecified)
 : 2%	2	1%	-10%	-20%	-13%	-6%	45%[activator]	-16%
- O=S1(=O)N=C(Nc2nncs2)c2ccccc21
 : 5%	0	-1%	1%	-10%	-10%	-1%	-17%	-3%
- Cc1cc(C)nc(Sc2ccc([N+](=O)[O-])cc2[N+](=O)[O-])n1
 : 1%	3	10µM*	-3%	-7%	-15%	-3%	25%	-5%
- O=C(NNC(=O)C1CC1)c1ccccc1[N+](=O)[O-]
 : -8%	-1	15%	7%	-27%	3%	7%	33%	5%
- CC(C#N)(NC(=O)COC(=O)c1ccccc1NCCO)C1CC1 (stereo unspecified)
 : 0%	-1	u	7%	-4%	238%[activator]	-4%	16%	3%
- O=C(CN1CCc2ccccc2C1)Nc1ccc(F)cc1F
 : -3%	-6	18%	0%	-19%	-1%	0%	75%[activator]	-6%
- CCOC(=O)NC(c1ccc(C(C)C)cc1)C(Cl)(Cl)Cl (stereo unspecified)
 : 2%	-2	-13%	1%	-19%	-13%	-3%	26%	-2%
- CCOc1cccc(-c2nnc3sc(COc4ccccc4)nn23)c1
 : 3%	6	-9%[57.1 µM]	6%	-8%	4%[57.1 µM]	5%	-7%	1%
- CCC(CO)NCc1ccc(-c2ccccc2)cc1 (stereo unspecified)
 : 5%	-3	-13%	12%	2%	-12%	3%	15%	i
- Cc1ccc(-c2cc(Cc3ccccc3)c(=O)[nH]n2)cc1
 : 3%	1	11%[57.1 µM]	-6%	-5%	-1%[57.1 µM]	-5%	12%	-5%
- COc1ccc(/C(O)=C2\C(=O)C(=O)N(CCN3CCOCC3)C2c2ccccc2OC)cc1 (stereo unspecified)
 : -1%	0	-32%	-3%	1%	-13%	-8%	30%	-7%
- CCOC(=O)CCCNC(=O)COC(=O)c1cc2ccccc2cc1O
 : 8%	-3	2%[57.1 µM]	3%	-2%	11%[57.1 µM]	9%	23%	-2%
- Cc1nc2ccc(NS(=O)(=O)c3ccc(C)c(C)c3)cc2s1
 : 0%	2	-8%	4%	-23%	-10%	6%	20%	-2%
- COc1ccc(NC(=O)CN2CCc3ccccc3C2)c([N+](=O)[O-])c1
 : 4%	-11	11%[57.1 µM]	6%	-19%	9%[57.1 µM]	-2%	u	-10%

# Some of these compounds in order of length of the SMILES, high to low.
# Values run as follows: mIDH1 inhibitor	PI4K2A inh	rTrxR1 inhibitor	GLS inhibitor	USP1 inh	TrxR1 substrate	Pin1 inh	HP1b binding inh	PGK inhibitor
- Cc1cc(C)nc(Sc2ccc([N+](=O)[O-])cc2[N+](=O)[O-])n1
 : 1%	3	10µM*	-3%	-7%	-15%	-3%	25%	-5%
- COc1ccc(/C(C)=N/N=C2/NC(=O)CC(C(=O)O)S2)cc1F (stereo unspecified)
 : 2%	2	1%	-10%	-20%	-13%	-6%	45%[activator]	-16%
- Cc1nc2ccc(NS(=O)(=O)c3ccc(C)c(C)c3)cc2s1
 : 0%	2	-8%	4%	-23%	-10%	6%	20%	-2%
- CC(C#N)(NC(=O)COC(=O)c1ccccc1NCCO)C1CC1 (stereo unspecified)
 : 0%	-1	u	7%	-4%	238%[activator]	-4%	16%	3%
- CCOc1cccc(-c2nnc3sc(COc4ccccc4)nn23)c1
 : 3%	6	-9%[57.1 µM]	6%	-8%	4%[57.1 µM]	5%	-7%	1%
- O=C(NNC(=O)C1CC1)c1ccccc1[N+](=O)[O-]
 : -8%	-1	15%	7%	-27%	3%	7%	33%	5%
- O=C(CN1CCc2ccccc2C1)Nc1ccc(F)cc1F
 : -3%	-6	18%	0%	-19%	-1%	0%	75%[activator]	-6%
- O=S1(=O)N=C(Nc2nncs2)c2ccccc21
 : 5%	0	-1%	1%	-10%	-10%	-1%	-17%	-3%

# Source: PubChem BioAssay (National Center for Advancing Translational Sciences (NCATS))

# These rows are one share of the data (hit frequency here may not be typical).
